# NCOA1 inh: SRC1 coactivator transcriptional activity inhibitors, primary screen, cell-based, luminescence; Nuclear receptor coactivator 1 (Homo sapiens), Q15788; HEK293 GAL4-SRC1 luciferase reporter; inhibition, % at 3.6 µM; 0.12% of 360,000 active;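 active = inhibition above the campaign mean plus 3 SD, with each screening campaign given its own cutoff, cut at about 60% in these data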;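 note: 0% = DMSO treated cells and 100% = gossypol at 36 µM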
# EBV LMP1 NFkB: EBV LMP1-driven NF-kappaB luciferase reporter inhibitors, primary screen, cell-based, luminescence, single point; AID 504558, 2011; inhibition, % at 12.5 µM; 0.69% of 350,000 active; LMP1-induced NF-kappaB luciferase reporter cells; in the data active = inhibition above about 41%;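 note: 0% = neutral control wells and 100% = reference inhibitor control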
# NR2F2 inh: NR2F2 transcriptional activity inhibitors, primary screen, cell-based, luciferase reporter, HEK293T, luminescence | COUP transcription factor 2 (Homo sapiens), P24468 | HEK293T NGFI-A luciferase reporter | inhibition, % at 8.6 µM | 0.7% of 370,000 active | AID 686940, 2013;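 active = inhibition above a per-plate cutoff, mean inhibition of test wells between control levels plus 3 SD, cut at about 38% in these data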;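 note: cells cotransfected with COUP-TFII expression vector driving the NGFI-A reporter; 0% = median of COUP-TF2 test wells and 100% = reporter-only cells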
# SRC3 inh: SRC3 coactivator transcriptional activity inhibitors, primary screen, cell-based, luminescence. Nuclear receptor coactivator 3 (Homo sapiens), Q9Y6Q9. HEK293 GAL4-SRC3 luciferase reporter. inhibition, % at 3.6 µM. 0.17% of 360,000 active;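 active = inhibition above a per-campaign cutoff, the mean of all compounds plus 3 SD, cut at about 60% in these data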;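 note: 0% = DMSO-treated cells and 100% = gossypol-treated cells at 36 µM; higher means less SRC3-driven luciferase light from the GAL4 reporter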
# Target sequence (Q9Y6Q9 whole entry, looked up, the tested form may be a part): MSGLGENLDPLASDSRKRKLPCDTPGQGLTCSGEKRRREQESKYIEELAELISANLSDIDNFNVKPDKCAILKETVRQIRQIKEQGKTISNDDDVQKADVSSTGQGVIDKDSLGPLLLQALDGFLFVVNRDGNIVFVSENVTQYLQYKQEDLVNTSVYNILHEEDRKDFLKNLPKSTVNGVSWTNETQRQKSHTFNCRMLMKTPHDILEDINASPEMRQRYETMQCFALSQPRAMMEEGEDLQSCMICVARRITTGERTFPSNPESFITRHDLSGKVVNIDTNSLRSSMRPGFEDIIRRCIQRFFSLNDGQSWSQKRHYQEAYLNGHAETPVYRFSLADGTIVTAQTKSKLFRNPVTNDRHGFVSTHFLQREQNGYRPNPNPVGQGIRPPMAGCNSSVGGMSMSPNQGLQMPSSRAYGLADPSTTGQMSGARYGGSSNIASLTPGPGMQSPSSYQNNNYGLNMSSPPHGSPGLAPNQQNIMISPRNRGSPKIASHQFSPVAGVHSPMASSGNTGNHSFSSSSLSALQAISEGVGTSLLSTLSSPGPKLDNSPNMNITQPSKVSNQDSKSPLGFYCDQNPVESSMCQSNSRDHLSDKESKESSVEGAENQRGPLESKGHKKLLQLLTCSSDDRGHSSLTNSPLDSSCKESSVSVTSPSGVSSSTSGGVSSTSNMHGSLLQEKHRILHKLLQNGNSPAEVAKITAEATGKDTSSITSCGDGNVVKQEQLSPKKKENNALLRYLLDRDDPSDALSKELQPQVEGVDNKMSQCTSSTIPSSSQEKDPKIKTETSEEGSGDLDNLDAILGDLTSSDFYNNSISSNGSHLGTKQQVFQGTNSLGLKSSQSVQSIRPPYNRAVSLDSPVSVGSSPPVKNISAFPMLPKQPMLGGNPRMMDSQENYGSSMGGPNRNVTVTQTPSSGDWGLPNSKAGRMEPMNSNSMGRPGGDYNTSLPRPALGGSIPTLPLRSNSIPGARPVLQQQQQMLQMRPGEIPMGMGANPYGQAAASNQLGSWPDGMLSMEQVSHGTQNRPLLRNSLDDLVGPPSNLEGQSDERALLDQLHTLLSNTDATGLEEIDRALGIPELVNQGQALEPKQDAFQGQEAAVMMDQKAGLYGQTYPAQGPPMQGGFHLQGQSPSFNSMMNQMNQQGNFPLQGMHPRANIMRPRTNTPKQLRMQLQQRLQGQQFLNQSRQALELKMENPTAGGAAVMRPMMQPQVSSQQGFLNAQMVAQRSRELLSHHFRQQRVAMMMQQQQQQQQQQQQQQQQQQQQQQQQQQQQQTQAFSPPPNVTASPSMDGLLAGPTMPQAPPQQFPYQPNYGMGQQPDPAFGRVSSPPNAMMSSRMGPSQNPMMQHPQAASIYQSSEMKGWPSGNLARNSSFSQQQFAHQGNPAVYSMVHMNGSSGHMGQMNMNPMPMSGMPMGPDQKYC
# LRH-1 inv ag: LRH-1 (NR5A2) inverse agonists, primary screen, cell-based, luminescence, HEK293T, StAR-luciferase reporter; 0.13% of 360,000 active; Nuclear receptor subfamily 5 group A member 2 (Homo sapiens), O00482; LRH-1 transfected, 24 h; inhibition, % at 3.6 µM; AID 602396, 2012;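 active = inhibition above the mean inhibition of all tested compounds plus 3 SD, cut at about 73% in these data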;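 note: 0% = DMSO wells and 100% = reporter-only cells lacking LRH-1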
# Shn3 inh set2: reduction of Shn3 3'UTR firefly luciferase signal, primary screen, Schnurri-3 inhibitor project, cell-based, Clone20 osteoblasts, set 2; Clone20 osteoblast Shn3 3'UTR firefly luciferase, 24 h; inhibition, % at 12.5 µM; 0.52% of 360,000 active; AID 588674, 2011;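 active = mean inhibition of at least 75% with every replicate also reaching 75%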;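 note: 0% = median of neutral control wells and 100% = pilot-screen positive control compound; some compounds past the cut are filed as inactive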
# CF NFkB inh: inhibitors of PAF-induced NF-kB signaling, primary screen, cell-based, GFP fluorescence, uHTS; KKLEB NF-kB-GFP reporter, GFP fluorescence overnight; inhibition, % at 5 µM; 0.86% of 360,000 active;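 active = at least 50% inhibition at 5 µM, scaled per plate between neutral and stimulator controls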;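 note: PAF is a Pseudomonas aeruginosa culture filtrate used as stimulus; plate controls were PAF-stimulated DMSO wells for no effect and unstimulated DMSO wells for full effect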
# TRAIL sens C8: viability loss with TRAIL in NB7+C8 cells, primary screen, TRAIL sensitizer project, cell-based, ATPlite luminescence; inhibition (viability loss, TRAIL sensitization), % at 10 µM; 1% of 360,000 active; AID 624354, 2012;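 active = compounds causing at least 50% loss of cell viability in the single-dose screen, relative to plate controls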
# TROY signal inh: inhibitors of TROY-driven NF-kB signaling, primary screen, Q293 LMP1-TROYcd cells, NF-kB luciferase, uHTS | Q293 LMP1-TROYcd NF-kB luciferase reporter, 4 h | inhibition, % at 10 µM | 0.98% of 360,000 active;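 active = compounds whose plate-normalised and pattern-corrected inhibition of the luciferase reporter signal at the single screening dose is 50% or more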
# TWEAK-Fn14 inh: inhibitors of TWEAK-Fn14 signaling, primary screen, luciferase reporter cells, uHTS. inhibition, % at 10 µM. TWEAK-stimulated Fn14 reporter cells, luciferase luminescence, 8 h. 2% of 360,000 active; in the data active = inhibition above about 50%
# KKLEB tox: cytotoxicity in KKLEB CF airway cells, primary screen, cytotoxicity control for CF NF-kB inhibitor project, cell-based, uHTS, fluorescence assay plates | KKLEB CF airway cells viability, ATPlite luminescence, overnight; hits give low values; cells stimulated with P. aeruginosa culture filtrate | activity change (cytotoxicity), % at 5 µM | 0.36% of 360,000 active;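 active = corrected activity change at or below -50% at 5 µM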
# Numbers without * were called inactive; nt = not tested or not shown. These rows are one share of the data (hit frequency here may not be typical).
SMILES,NCOA1 inh,EBV LMP1 NFkB,NR2F2 inh,SRC3 inh,LRH-1 inv ag,Shn3 inh set2,CF NFkB inh,TRAIL sens C8,TROY signal inh,TWEAK-Fn14 inh,KKLEB tox
CC1(C(=O)NS(=O)(=O)c2ccc(F)cc2F)CCN1C(=O)CCc1ccc(Cl)cc1Cl (stereo not given),-1,nt,17,-6,2,4,12,-3,-17,7,0
COc1ccc(/C=C/C(=O)Nc2cccc(S(=O)(=O)NC3=NCCCCC3)c2)c(OC)c1,-11,2,5,-11,-2,-1,-13,25,-15,-22,-18
COc1cc2c(cc1OC)CN(C(=O)c1cccc([N+](=O)[O-])c1)CC2,3,8,13,17,24,-23,1,-5,-19,-5,5
COCCCn1c(C)c(C(C)=O)cc(NC(=O)c2ccccc2)c1=O,3,-1,-11,-3,11,-1,-4,-3,-15,-3,0
CCc1ccc(Oc2coc3cc(OC(=O)c4cc5ccccc5oc4=O)ccc3c2=O)cc1,-7,-7,-1,-19,-8,-12,12,7,-32,-17,-8
Nc1c(N2CCCCC2)c(=O)[nH]c(=O)n1-c1ccccc1,-15,21,2,10,-6,-12,-2,0,-8,7,3
O=C1C(CSCc2ccccc2)NC(=S)N1c1ccccc1 (stereo not given),3,nt,5,-3,6,17,-1,15,11,-7,-8
O=C(c1ccco1)N1CCN(Cc2cc(=O)c(OCc3cccc(F)c3)co2)CC1,5,-6,2,10,9,-4,-12,10,0,11,1
Cc1ccccc1C(=O)Nc1c(-c2cccs2)c(=O)c2ccccc2n1C,6,0,-16,15,8,-7,14,-4,20,-12,2
Cc1cc(C)c(S(=O)(=O)NCC(=O)O)cc1C,-7,1,15,11,7,3,5,-25,-7,8,-10
Cn1c(=O)cc(SCC(=O)NCc2cccnc2)c2ccccc21,10,-3,-28,-10,2,-10,-20,-2,6,2,11
C/C(=N\NC(=O)c1c[nH]c2ccccc12)c1ccc2c(c1)OCO2,-47,-17,-34,-38,-79,-37,14,1,-54,-11,-9
Cc1ccc(NS(=O)(=O)c2ccc3c(c2)oc(=O)n3C)cc1F,5,3,2,-4,30,7,20,-10,27,18,-1
C#C[C@]1(OC(C)=O)CCC2C3CCC4=CC(=O)CC[C@@H]4C3CC[C@@]21C (stereo not given in full),-12,7,-2,5,-6,-21,-19,-9,14,-22,1
CC(C)(C)c1ccc(OCCCC(=O)NNC(=O)c2ccccc2O)cc1,-24,10,-9,0,-39,14,-3,2,-13,12,-9
CN1CCN(C(=O)CN2C(=O)CC(C)(C)S(=O)(=O)c3ccccc32)CC1,-10,11,13,6,8,-2,1,-1,-16,-4,1
CCc1ccc(-n2c(O)cnc2Nc2nc(C)cc(C)n2)cc1,-4,6,-1,4,-25,-12,9,0,-8,-28,-11
CCn1c(SCC(=O)Nc2nccs2)nnc1-c1ccco1,-76,8,8,-17,-4,4,7,-10,4,18,2
COc1cc(C(=O)O[C@H]2CC(C)=CC[C@@]3(C)CC[C@@](O)(C(C)C)[C@H]23)ccc1O,8,6,-3,-18,17,21,8,8,-8,0,-17
COc1cccc(NC(=O)COc2ncnc3sc(C)c(C)c23)c1,-52,-4,19,-4,-5,-1,6,8,-1,-3,0
Cc1nnc(Nc2ccc(O)cc2)[nH]c1=O,-15,-16,-10,3,6,-9,-1,0,40,-5,2
Cc1cc(C(=O)O)ccc1[N+](=O)[O-],-38,2,11,5,6,-12,0,-7,0,1,2
COc1cc(/C=N/Nc2nc(C)cc(=O)[nH]2)ccc1OC(=O)c1cccnc1,4,-1,15,4,-5,3,7,-3,-2,5,-8
COc1ccc(-c2csc3ncnc(Oc4ccc5c(C)cc(=O)oc5c4)c23)cc1,-10,-6,0,23,2,5,12,16,6,15,2
O=P(O)(O)c1cc(-c2ccccc2)oc1-c1ccccc1,6,-2,28,14,18,11,-3,-3,14,-27,-7

# Four of the entries above in order of their number in LRH-1 inv ag, ascending.
canonical_smiles	LRH-1 inv ag
CCc1ccc(-n2c(O)cnc2Nc2nc(C)cc(C)n2)cc1	-25
COc1ccc(-c2csc3ncnc(Oc4ccc5c(C)cc(=O)oc5c4)c23)cc1	2
O=C1C(CSCc2ccccc2)NC(=S)N1c1ccccc1 (stereo not given)	6
CN1CCN(C(=O)CN2C(=O)CC(C)(C)S(=O)(=O)c3ccccc32)CC1	8

# Other entries follow:
SMILES,NCOA1 inh,EBV LMP1 NFkB,NR2F2 inh,SRC3 inh,LRH-1 inv ag,Shn3 inh set2,CF NFkB inh,TRAIL sens C8,TROY signal inh,TWEAK-Fn14 inh,KKLEB tox
Cc1cc(NC(=O)c2cccs2)ncc1NC(=O)C(C)(C)C,-83,-4,-63,-93,-152,-76,-1,14,51*,47,-4
CCc1ccccc1NC1c2ccccc2C(=O)N1Cc1ccco1 (stereo not given),3,2,0,5,6,1,23,3,-10,-5,10
O=C(O)C1CC=CCC1C(=O)NCc1ccccc1 (stereo not given),3,4,4,-3,8,-8,10,16,6,1,-10
CC1CN(c2ccc(S(=O)(=O)N3CCCC3)cn2)CC(C)O1 (stereo not given),-3,-1,10,8,-5,0,-17,6,32,-6,0
Cc1ccccc1-c1noc(-c2ccccc2C(=O)N2CCCC2)n1,-26,5,-1,12,-18,0,-90,-4,7,2,26
CCc1cc(C(=O)N/N=C/c2ccc(O)cc2O)c2ccccc2n1,10,11,-8,16,-3,93*,-8,9,21,-21,3
O=C(Nc1ccccc1N1CCCC1)c1ccc(Cl)cc1Cl,-2,0,10,15,15,6,-6,-6,-13,3,-3
CCCCOP(=O)(OCCCC)C(O)c1ccc(F)cc1 (stereo not given),7,-9,-9,22,0,1,-8,-20,5,6,10
COc1ccc(-c2csc(Cc3nnc(N4CCOCC4)n3-c3ccccc3)n2)cc1,4,8,1,8,1,20,13,15,-1,2,-7
O=C(O)CCNC(=S)Nc1cccc(F)c1,1,-8,6,18,-4,-5,16,-1,12,-3,-5
O=C(COc1ccccc1)NCC(=O)N/N=C/c1cccs1,11,-5,-10,8,-4,-7,4,6,-6,-2,-7
CCC(C)NCCCOc1ccc(Cl)cc1C(C)(C)C (stereo not given),-29,-9,1,7,15,-11,5,-2,-26,10,-2
NNc1nc2sc3c(c2c(=O)n1C1CCCCC1)CCN(Cc1ccccc1)C3,-51,1,-10,-6,-17,8,18,-13,21,0,2
COc1c(F)cc2[nH]c3c(c2c1F)CCNC3=O,9,11,-1,15,38,13,41,-23,2,8,-24
CSc1nsc(SCC(=O)Nc2ccc(OC(C)=O)cc2)n1,-57,-23,-8,-44,-44,-62,-8,1,-33,-33,2
Cc1ccc(C(c2sc3nc(C)nn3c2O)N2CCN(CCO)CC2)cc1 (stereo not given),3,-4,-10,-11,6,-15,-10,-15,-1,15,15
COc1ccc(OCCSc2nnc(-c3cccnc3)n2N)cc1,-12,-1,-5,16,6,-20,3,-1,-21,5,6
CC(=O)N/C(=C\c1ccccc1)C(=O)OCCCOC(=O)/C(=C/c1ccccc1)NC(C)=O,-14,-3,14,-3,-1,7,9,3,8,5,8
COC(=O)CCC(=O)NC(=S)Nc1sc(C)c(C)c1C(N)=O,-28,9,-41,14,29,12,43,-19,11,-16,-35
COc1ccc(Cl)cc1NC(=O)C1CCN(C(=O)C2CC(=O)N(c3ccc(C)cc3)C2)CC1 (stereo not given),-3,-9,-4,-1,5,13,1,-2,18,0,2
CCOC(=O)c1ccc(Nc2cc(C)nc(-c3ccccc3O)n2)cc1,-18,-11,12,16,2,17,7,19,-6,33,3
CC(=O)Nc1ccc(S(=O)(=O)NCCC(=O)N2CCC(Cc3ccccc3)CC2)cc1,11,8,4,8,-19,21,-16,-4,-4,12,-5
CC(C)OC(=O)COc1cc(O)c2c(=O)cc(-c3ccccc3)oc2c1,-6,6,-11,-23,-3,3,-1,-1,-5,-3,-14
CCOc1ccccc1NC(=O)C1CCCN1S(=O)(=O)c1ccccc1C(F)(F)F (stereo not given),1,7,11,19,29,9,7,-2,-24,6,-3
CC(=O)O[C@@H](C[C@@H](C)C1=C2C[C@H](O)C3[C@@]4(C)CCC(=O)C(C)(C)C4CC[C@]3(C)[C@@]2(C)CC1)[C@H]1OC1(C)C (stereo not given in full),12,-19,13,-1,7,52,12,3,33,15,4

# Carrying on.
SMILES,NCOA1 inh,EBV LMP1 NFkB,NR2F2 inh,SRC3 inh,LRH-1 inv ag,Shn3 inh set2,CF NFkB inh,TRAIL sens C8,TROY signal inh,TWEAK-Fn14 inh,KKLEB tox
CC(=O)c1cccc(NC(=O)C2CCN(S(=O)(=O)c3c(C)n[nH]c3C)CC2)c1,0,4,-7,-15,-10,-4,0,-8,-4,-7,6
COc1ccc(N(CC(=O)N2CCN(c3ccc(Cl)cc3)CC2)S(=O)(=O)c2c(C)noc2C)cc1,-22,6,5,0,-10,17,7,21,11,9,-7
CC1CC(=O)Nc2ccccc2N1S(=O)(=O)c1ccc(F)cc1F (stereo not given),8,-8,-3,25,21,6,3,-7,9,-13,-1
COc1ccc(-n2c(Cc3ccccc3)nnc2SCc2ccc([N+](=O)[O-])cc2)cc1,-5,-6,-4,7,2,18,-19,-9,-5,-11,10
CC(=O)c1ccc(NC(=O)C2(c3ccccc3)CCOCC2)cc1,-50,-18,-39,-18,-58,-58,1,11,-33,-30,6
Cc1cc(C)cc(NC(=O)CCC(=O)N2CCSc3ccccc32)c1,-2,-3,-2,15,-6,-11,6,15,-4,15,-12
CCN1CCCC1CNC(=O)C(=O)NCCc1ccc(OC)c(OC)c1 (stereo not given),-20,-5,0,16,7,-2,12,-4,-2,-11,-7
COC(=O)[C@@H]1C[C@@]2(O)[C@@H](O)[C@@H](O)[C@@H](O)C[C@H]2N1Cc1ccc(Cl)cc1,-2,-3,-5,4,-16,-28,4,-9,-14,1,-1
Cn1c(=O)c2c(nc(NCCO)n2CCCc2ccccc2)n(C)c1=O,5,-1,11,-2,16,25,-8,24,-13,-2,3
COc1ccc(NS(=O)(=O)c2cc(N)ccc2N2CCCCC2)cc1,4,1,-4,-9,14,1,14,-11,12,-10,6
CC(C)C[C@H](N)c1nnc(S(=O)(=O)Cc2ccc(F)cc2)o1,-18,3,nt,-6,-17,90*,90*,-5,nt,19,-12
Cc1cccc(Nc2nc(N3CCOCC3)nc(N3CCOCC3)n2)c1,-41,-19,-23,-1,-11,35,51*,12,0,-5,-14
C/C=C(\C)CN1CCC(n2nccc2NC(=O)CCc2ccccc2)CC1,-15,-1,2,13,-4,-10,-7,-2,5,1,29
COc1ccc(OCCOC(=O)CNC(=O)c2ccc(F)cc2)cc1,8,5,0,6,-5,4,10,-12,9,-3,4
